Tb MetRS inh: blocks T. brucei methionyl-tRNA synthetase activity | purified T. brucei MetRS, ATP depletion, Kinase-Glo luminescence | inhibition, % at 11.9 µM | 360,000 tested, 0.4% active | AID 624268;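 active = inhibition above a per-plate cutoff of the control wells' mean inhibition plus 3 SD, cut at about 5.5% in these data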;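 note: 0% = DMSO wells median and 100% = median of wells with control inhibitor compound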
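Material: T. brucei methionyl-tRNA synthetase, purified; reagent: substrates ATP, L-methionine and bulk Escherichia coli tRNA; dosing: 11.9 µM single point; timing: 15 min plus 2 h at 25 °C; detection: luminescence of leftover ATP; evaluation: % inhibition; control set: DMSO-only wells as low control; replicates: singlicate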
CSN inh: blocks human CSN-mediated cullin deneddylation. Q92905. Purified CSN, SCF-Nedd8-OG deneddylation, fluorescence polarization. inhibition, % at 12.5 µM. 360,000 tested, 0.38% active;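 active = pattern-corrected inhibition above about 35%, with an unprinted fluorescence ratio check between 0.5 and 1.5, limit read from the data, passing the limit was not always enough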;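 note: 0% = enzyme with substrate and 100% = substrate without enzyme; some results filed as inactive read as strong as hits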
Target sequence (Q92905 whole entry, looked up, one chain of several): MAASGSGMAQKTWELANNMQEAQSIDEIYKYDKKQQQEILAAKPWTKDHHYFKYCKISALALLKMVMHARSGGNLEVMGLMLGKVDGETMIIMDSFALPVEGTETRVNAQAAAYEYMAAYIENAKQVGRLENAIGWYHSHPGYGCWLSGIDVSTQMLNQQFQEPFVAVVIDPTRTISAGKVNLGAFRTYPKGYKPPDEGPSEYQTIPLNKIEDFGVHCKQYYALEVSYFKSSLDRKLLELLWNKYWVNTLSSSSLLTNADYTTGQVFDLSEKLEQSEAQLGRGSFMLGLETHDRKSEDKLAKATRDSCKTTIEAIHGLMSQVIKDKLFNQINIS
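Schedule: reaction 90 min, room temperature / Assay system: HEK293T-derived human Csn5 enzyme / Input: Csn5 at 0.24 nM final / Measure: inhibition of Csn5 cleavage, % / Control set: substrate-only high control, full reaction low control / Technique: fluorescence polarization of the substrate / Buffer or medium: Tris/NaCl/DTT buffer, pH 7.5 / Reagent: SCFSkp2-Nedd8OG substrate at 10 nM final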
NadD block: inhibitors of Staphylococcus aureus NadD. AID 602399. inhibition, % at 20 µM. purified NadD enzyme, colorimetric absorbance read-out. 360,000 tested, 0.78% active; in the data active = inhibition above about 26%; note: some compounds past the cut are filed as inactive
LMPTP block: LMPTP (human) inhibition | recombinant LMPTP-A, OMFP fluorogenic substrate, fluorescence intensity | inhibition, % at 20 µM | 360,000 tested, 0.22% active;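 active = compounds that cut the enzyme signal by at least half of the control window in the single-dose screen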;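 note: plate controls were DMSO wells with enzyme plus substrate for no effect and substrate without enzyme for full effect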
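Test system – LMPTP-A enzyme · Amount – LMPTP-A at 0.625 nM final in the reaction · Buffer or medium – Bis-Tris pH 6.0, DTT, detergent · Reagent – OMFP 400 µM · Doses – single 20 µM dose · Schedule – reaction 50 min, room temperature, dark · Detection – fluorescence intensity of OMFP turnover product · Evaluation – percent inhibition versus substrate-only and uninhibited controls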
Rpn11 inh: inhibitors of human proteasome Rpn11; O00487; human 26S proteasome, Ub4-pepOG fluorescence polarization; 20S core pre-blocked with epoxomicin; calls only at 20 µM; 360,000 tested, 0.59% active; AID 588493;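 active = inhibition at 20 µM, scaled to each plate's controls, above about 33%, limit read from the data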
MsrA inh: inhibitors of bovine MsrA; 360,000 tested, 0.75% active; AID 651718; purified bovine MsrA, absorbance read-out; inhibition, % at 15.5 µM; in the data active = inhibition above about 4.5%;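 note: 0% = vehicle wells with enzyme and 100% = reference inhibitor wells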
SUMO1 PPI mod: alters human SUMO1 binding to SIM partners; P63165; SUMO1 binding to a labelled peptide, TR-FRET, 1 h; inhibition, % at 20 µM; 360,000 tested, 0.33% active; AID 602429; in the data active = inhibition above about 37%
Target sequence (P63165 whole entry, looked up): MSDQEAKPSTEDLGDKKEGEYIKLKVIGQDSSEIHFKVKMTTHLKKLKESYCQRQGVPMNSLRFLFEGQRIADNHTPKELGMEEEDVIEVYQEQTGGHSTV
Scp-1 inhibitor: Scp-1 (human) phosphatase inhibition; Q9GZU7; Recombinant Scp1, phosphopeptide, malachite green phosphate absorbance; inhibition, % at 20 µM; 340,000 tested, 0.88% active;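 active = inhibition above about 50% at 20 µM, limit read from the data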;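 note: plate controls were DMSO wells with enzyme for no effect and wells lacking enzyme for full effect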
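Assay system: SCP-1 catalytic fragment, aa 76-261 | Buffer or medium: Tris acetate buffer pH 5.5 with MgCl2 and Tween-20 | Compound: One concentration, 20 µM, with 1.0% DMSO | Also added: Phospho 17-mer peptide substrate | Signal: Absorbance at 630 nm | Incubation: 45 min enzyme reaction at room temperature | Measure: % inhibition of SCP-1 phosphate liberation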
DNMT1 inh: DNMT1 (human) enzyme inhibition | P26358 | DNMT1 molecular beacon, Hinp1I cleavage, fluorescence | inhibition (reported as % activation of signal), % at 10 µM | 360,000 tested, 0.83% active | AID 588458; in the data active = inhibition above about 50%
STEP inh: STEP (human) phosphatase inhibition. P54829. 360,000 tested, 0.25% active. inhibition, % at 20 µM. recombinant STEP, OMFP fluorogenic substrate, fluorescence;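 active = inhibition at 20 µM, scaled per plate between control wells, above about 37%, limit read from the data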;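 note: 0% = DMSO with enzyme and substrate and 100% = substrate only without enzyme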
Target sequence (P54829 whole entry, looked up): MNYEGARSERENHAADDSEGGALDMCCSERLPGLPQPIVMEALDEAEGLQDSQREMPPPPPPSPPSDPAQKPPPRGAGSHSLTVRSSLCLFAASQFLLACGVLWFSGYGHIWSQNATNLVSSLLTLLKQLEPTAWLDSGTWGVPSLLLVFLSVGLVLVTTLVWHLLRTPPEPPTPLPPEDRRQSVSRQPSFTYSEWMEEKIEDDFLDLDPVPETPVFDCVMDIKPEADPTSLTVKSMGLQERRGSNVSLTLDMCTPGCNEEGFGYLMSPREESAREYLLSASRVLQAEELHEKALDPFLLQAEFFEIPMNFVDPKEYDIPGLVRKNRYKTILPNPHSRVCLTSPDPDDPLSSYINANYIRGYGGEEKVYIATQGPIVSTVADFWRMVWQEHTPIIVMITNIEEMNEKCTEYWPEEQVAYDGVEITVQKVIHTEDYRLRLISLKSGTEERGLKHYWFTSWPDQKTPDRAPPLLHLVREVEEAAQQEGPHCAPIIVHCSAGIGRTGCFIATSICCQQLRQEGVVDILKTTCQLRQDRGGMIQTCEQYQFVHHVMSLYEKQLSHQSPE
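Material: STEP (striatal-enriched tyrosine phosphatase) enzyme, cell-free; Compound dosing: 20 µM single dose in 1% DMSO; Technique: fluorescence read at 480 nm ex / 540 nm em; Times: reaction 20 min, ambient temperature; Medium: 50 mM Bis-Tris pH 6.0 with 2.5 mM DTT and 0.005% Tween 20; Also added: OMFP at 25 µM.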
* marks the source's active call; other numbers are inactive results; i = inactive; . = no result given; + = active, no number.

Tb MetRS inh,CSN inh,NadD block,LMPTP block,Rpn11 inh,MsrA inh,SUMO1 PPI mod,Scp-1 inhibitor,DNMT1 inh,STEP inh,molecule
-0.5,3,-6,-1.4,i,-0.1,-2,0,2,-1,CCOC(=O)CC(NC(=O)c1ccco1)c1ccc(OC)cc1 (configuration not stated)
-0.3,-5,7,-2.2,i,1.5,-4,-6,3,-4,CCN(CC(=O)Nc1cc(Cl)ccc1C)C(=O)c1nc2nc(C)cc(C)n2n1
-0.1,0,1,2.8,i,2.8,19,-7,-13,1,COc1ccc(/C=N/NC(=O)c2cccs2)c2ccccc12
-0.6,3,3,-0.9,i,0.4,2,.,1,-3,COCCCN1C(=O)C(CC(=O)NCCc2ccccn2)CC(C(=O)N2CCOCC2)=C1C (configuration not stated)
-0.2,3,0,-0.5,i,0.9,-3,.,3,1,CCOc1ccc(NC(=O)c2ccc3c(c2)S(=O)(=O)N=C2CCCCCN23)cc1
-0.1,4,-2,-0.4,i,0.7,-2,-7,9,5,CCCCN(C(=O)CSc1c(C)c(C)cc(C)c1C)c1c(N)n(CCC)c(=O)[nH]c1=O
-0.2,1,-4,1.6,i,-0.3,19,-6,-4,-1,O=C(NCc1ccc2c(c1)OCO2)C1CCC(CNS(=O)(=O)c2ccccc2)CC1 (configuration not stated)
-0.7,3,-5,-1.8,i,-0.6,0,3,6,2,CC(NC(=O)c1ccc(F)cc1)C(c1cccs1)N1CCN(C)CC1 (configuration not stated)

Following part
Tb MetRS inh,CSN inh,NadD block,LMPTP block,Rpn11 inh,MsrA inh,SUMO1 PPI mod,Scp-1 inhibitor,DNMT1 inh,STEP inh,molecule
0.8,-3,0,4.2,i,0.0,-4,-10,2,2,Cc1ccc(C)c(C(=O)COC(=O)CCCC(=O)Nc2cc(C(F)(F)F)ccc2Cl)c1
-0.7,3,5,-1.2,i,0.9,-2,.,1,0,CC(C)NC(=O)N(C)C[C@@H]1OCc2cnnn2CCCC(=O)N([C@H](C)CO)C[C@H]1C
0.4,13,20,1.1,i,2.3,3,10,-10,-1,COc1cc(/C=C2/C(=N)N3C(=NC2=O)SN=C3S(C)(=O)=O)ccc1OS(=O)(=O)c1ccc(C)cc1
0.2,0,-2,-0.3,i,-0.7,-6,3,-3,4,Cc1ccc(S(=O)(=O)Nc2c(C(=O)O)[nH]c3ccccc23)c(C)c1
-0.5,-4,-3,0.1,i,2.7,1,-2,1,8,Cc1sc(NC(=O)C2CCCO2)c(C(N)=O)c1C (configuration not stated)
-0.7,-2,-5,-1.9,i,3.2,4,7,2,-3,CCCCc1c(O)nc(SCC(=O)N2CCCCC2)[nH]c1=O
0.0,-1,-7,0.8,i,1.1,-17,-8,2,0,CCOC(=O)c1[nH]c2ccc(C(=O)OC)cc2c1C(=O)OCC
0.2,-2,0,-1.1,i,-0.2,6,-2,8,-2,O=C(NNC(=O)C12CC3CC(CC(Br)(C3)C1)C2)c1ccccc1F

4 neighbouring records already listed:
Tb MetRS inh,CSN inh,NadD block,LMPTP block,Rpn11 inh,MsrA inh,SUMO1 PPI mod,Scp-1 inhibitor,DNMT1 inh,STEP inh,molecule
-0.5,3,-6,-1.4,i,-0.1,-2,0,2,-1,CCOC(=O)CC(NC(=O)c1ccco1)c1ccc(OC)cc1 (configuration not stated)
-0.3,-5,7,-2.2,i,1.5,-4,-6,3,-4,CCN(CC(=O)Nc1cc(Cl)ccc1C)C(=O)c1nc2nc(C)cc(C)n2n1
-0.1,0,1,2.8,i,2.8,19,-7,-13,1,COc1ccc(/C=N/NC(=O)c2cccs2)c2ccccc12
-0.6,3,3,-0.9,i,0.4,2,.,1,-3,COCCCN1C(=O)C(CC(=O)NCCc2ccccn2)CC(C(=O)N2CCOCC2)=C1C (configuration not stated)

New compounds follow
Tb MetRS inh,CSN inh,NadD block,LMPTP block,Rpn11 inh,MsrA inh,SUMO1 PPI mod,Scp-1 inhibitor,DNMT1 inh,STEP inh,molecule
0.0,6,3,-0.4,i,0.8,4,0,0,0,Cc1cc(C)n2nc(SCC3COc4ccccc4O3)nc2n1 (configuration not stated)
-0.4,0,-3,0.8,i,.,4,3,-1,4,N=c1sccn1CC(=O)Nc1cc(Cl)ccc1Oc1ccccc1
-0.5,-1,-6,0.4,i,0.2,-2,-2,-1,-2,O=C(c1cc(-c2ccc(Br)cc2)on1)N1CCc2ccccc2C1
0.1,5,4,1.1,i,0.8,-3,1,0,0,CC1CCN(c2ccc3nnc(CCC(=O)Nc4cc(F)ccc4F)n3n2)CC1
0.6,0,-2,-0.2,i,2.8,-9,-2,-3,0,O=C1CCCC/C1=C\Nc1ccc(O)cc1
0.1,-4,2,0.8,i,0.6,5,0,0,4,Cc1c(CC(=O)O)c(=O)oc2cc3occ(-c4ccccc4)c3cc12
0.2,10,34*,-0.3,i,2.1,-56,-2,-8,3,CC(C)c1ccc(/C=C2\SC(=O)N(CC(=O)NCCCn3ccnc3)C2=O)cc1
-0.4,1,20,1.0,i,-0.2,3,0,-4,2,O=C(c1ccc2c(c1)OCO2)N1CCC2(CC1)Oc1ccc(F)cc1C(=O)C21CC(c2ccc(Cl)cc2)=NO1 (configuration not stated)

Entries above printed as active in NadD block:
Tb MetRS inh,CSN inh,NadD block,LMPTP block,Rpn11 inh,MsrA inh,SUMO1 PPI mod,Scp-1 inhibitor,DNMT1 inh,STEP inh,molecule
0.2,10,34*,-0.3,i,2.1,-56,-2,-8,3,CC(C)c1ccc(/C=C2\SC(=O)N(CC(=O)NCCCn3ccnc3)C2=O)cc1

New compounds follow.
Tb MetRS inh,CSN inh,NadD block,LMPTP block,Rpn11 inh,MsrA inh,SUMO1 PPI mod,Scp-1 inhibitor,DNMT1 inh,STEP inh,molecule
1.1,4,3,-0.9,i,0.3,-2,-2,0,-1,CC(C)NC(=O)C1CC(=O)N(c2ccc(F)c(Cl)c2)C1 (configuration not stated)
-0.4,-1,2,2.6,i,0.3,-6,7,-1,0,Cc1ccc(-c2nnc(N3CCN(C(=O)COc4cccc(C)c4)CC3)c3ccccc23)cc1
-0.3,1,3,-0.5,i,6.2*,2,-1,-2,-2,CC(=O)c1cnc2sccn2c1=O
-0.9,-4,-1,6.7,i,1.1,-17,-1,-1,2,O=C(COC(=O)c1n[nH]c2ccccc12)Nc1ccc(Cl)cc1[N+](=O)[O-]
-0.4,-1,-5,-0.3,i,0.1,2,-11,1,0,CC(C)CC(NC(N)=O)C(=O)Nc1ccc(Cl)c(Cl)c1 (configuration not stated)
-1.0,-7,-1,-0.4,i,-1.0,2,-7,0,12,Cc1c(NC(=O)CSCc2ccc(Br)cc2)c(=O)n(-c2ccccc2)n1C
-0.7,-4,-8,0.3,i,-1.4,4,5,1,-1,Cc1cccc(OCC(=O)OCC(=O)c2c(N)n(C)c(=O)n(C)c2=O)c1C
-1.0,-4,.,-1.6,.,-0.4,-1,.,.,.,CC1(C(=O)Nc2ccc3c(c2)OCCO3)CSCC(=O)N1CCCN1CCOCC1 (configuration not stated)

Remaining list, next part:
Tb MetRS inh,CSN inh,NadD block,LMPTP block,Rpn11 inh,MsrA inh,SUMO1 PPI mod,Scp-1 inhibitor,DNMT1 inh,STEP inh,molecule
-0.4,-5,7,-0.4,i,0.1,1,-7,-4,0,CCNc1cc(Cl)nc(SC)n1
0.7,3,2,-1.4,i,1.2,-3,1,0,0,Cc1ccc(CNS(=O)(=O)c2c(C)n(C)c(=O)n(C)c2=O)cc1
-0.3,2,-8,-0.5,i,0.5,-3,13,1,3,COc1ccc(CCNC(=O)C(=O)NCCC2CCCCN2S(=O)(=O)c2ccccc2)cc1 (configuration not stated)
-0.4,-4,-2,0.6,i,0.8,3,-10,2,0,CC(=O)c1cccc(NC(=O)CCOc2ccccc2)c1
-0.8,-2,-5,-0.1,i,-0.6,2,15,-5,-1,O=C1NC2(CCCCCC2)N=C1c1ccc(Br)cc1
0.5,-4,4,-0.1,i,0.3,0,-1,-2,2,C[C@@H](C(=O)NC1CCCC1)N1C(=O)N2CCc3c([nH]c4ccccc34)[C@@]2(C)C1=O
-0.7,3,5,0.1,i,0.8,2,-5,2,-4,COC(=O)COc1ccc(C2NC(=O)NC(c3ccccc3)=C2C(C)=O)cc1OC (configuration not stated)
1.9,0,1,-1.2,i,-0.2,1,-7,-2,-2,CCOC(=O)C(=CNc1ccc(NC2=NCC(C)(C)S2)cc1)C(=O)OCC

(more compounds)
Tb MetRS inh,CSN inh,NadD block,LMPTP block,Rpn11 inh,MsrA inh,SUMO1 PPI mod,Scp-1 inhibitor,DNMT1 inh,STEP inh,molecule
-0.8,1,-4,0.8,i,-0.2,2,2,0,-1,CCN(CC(=O)NCc1ccc(F)cc1)C(=O)c1cccnc1SC
-1.9,0,-9,1.4,i,-0.1,-2,0,0,1,COC(=O)c1cn(CCOc2ccccc2F)c2ccccc12
0.0,3,4,-1.3,i,-1.2,-6,-2,0,-1,O=C1CCC([N+](=O)[O-])C(c2cccc3ccccc23)N1 (configuration not stated)
-1.1,-3,3,1.0,i,5.4*,-1,2,5,-3,COc1ccc(N/C=C2\CCOC2=O)cc1
-0.4,1,-3,-0.7,i,-0.1,0,-5,-1,0,Cn1cnnc1SCC(=O)NCc1cccc(C(F)(F)F)c1
-0.6,1,-3,-0.8,i,-0.3,-2,-7,1,2,CSc1nc2c(c(=O)[nH]1)C(c1ccncc1)C(C(=O)OC(C)C)=C(C)N2 (configuration not stated)
0.9,1,-4,0.7,i,0.0,-7,6,1,2,O=C1CCN(S(=O)(=O)c2ccc(Cl)cc2)CCN1
-0.2,2,-4,-0.4,+,5.0*,4,0,-7,-1,COCC(C)NC(=O)CCSc1nc(-c2ccc(OC)cc2)cc(C(F)(F)F)n1 (configuration not stated)
-0.3,-3,0,0.1,i,-0.6,-2,-9,0,-2,COc1ccc(S(=O)(=O)N2CCOC23CCN(C(=O)c2ccccc2Br)CC3)cc1
-0.8,-1,-9,0.5,i,0.3,3,23,0,-1,CC1(C)CN(c2ccc(N3CC(C)(C)C3=O)cc2)C1=O
-1.5,-3,-1,0.2,i,1.8,3,5,-3,4,O=C1OCc2cc(-n3cccc3)ccc21
